Screens: PubChem BioAssay, several laboratories
NCOA2 inhibitor – inhibition of GAL4-SRC2 driven luciferase reporter, primary screen, SRC2 inhibitor project, cell-based, luminescence | Nuclear receptor coactivator 2 (Homo sapiens), Q15596 | HEK293 GAL4-SRC2 luciferase reporter | inhibition, % at 9 µM | 370,000 compounds, 0.17% hits;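 active means inhibition above the mean inhibition of all tested compounds plus 3 SD, set per campaign, cut at about 52% in these data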;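 further: 0% = DMSO treated cells and 100% = cells given Gossypol at 36 µM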
KKLEB cytotox – cytotoxicity in KKLEB CF airway cells, primary screen, cytotoxicity control for CF NF-kB inhibitor project, cell-based, uHTS, fluorescence assay plates. KKLEB CF airway cells viability, ATPlite luminescence, overnight; active compounds read low; cells stimulated with P. aeruginosa culture filtrate. activity change (cytotoxicity), % at 5 µM. 360,000 compounds, 0.36% hits;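 active means corrected activity change at or below -50% at 5 µM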
TWEAK Fn14 block – inhibitors of TWEAK-Fn14 signaling, primary screen, luciferase reporter cells, uHTS. TWEAK-stimulated Fn14 reporter cells, luciferase luminescence, 8 h. inhibition, % at 10 µM. 360,000 compounds, 2% hits. AID 1159606, 2016; in the data active means inhibition above about 50%
SRC1 inh – SRC1 coactivator transcriptional activity inhibitors, primary screen, cell-based, luminescence. HEK293 GAL4-SRC1 luciferase reporter. inhibition, % at 3.6 µM. 360,000 compounds, 0.12% hits. Nuclear receptor coactivator 1 (Homo sapiens), Q15788. AID 588354, 2011;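 active means inhibition above the campaign mean plus 3 SD, with each screening campaign given its own cutoff, cut at about 60% in these data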;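 further: 0% = DMSO treated cells and 100% = gossypol at 36 µM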
NCOA3 inh – SRC3 coactivator transcriptional activity inhibitors, primary screen, cell-based, luminescence. HEK293 GAL4-SRC3 luciferase reporter. AID 588352, 2011. 360,000 compounds, 0.17% hits. inhibition, % at 3.6 µM. Nuclear receptor coactivator 3 (Homo sapiens), Q9Y6Q9;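 active means inhibition above a per-campaign cutoff, the mean of all compounds plus 3 SD, cut at about 60% in these data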;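 further: 0% = DMSO-treated cells and 100% = gossypol-treated cells at 36 µM; higher means less SRC3-driven luciferase light from the GAL4 reporter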
Target sequence (Q9Y6Q9 whole entry, looked up, the tested form may be a part): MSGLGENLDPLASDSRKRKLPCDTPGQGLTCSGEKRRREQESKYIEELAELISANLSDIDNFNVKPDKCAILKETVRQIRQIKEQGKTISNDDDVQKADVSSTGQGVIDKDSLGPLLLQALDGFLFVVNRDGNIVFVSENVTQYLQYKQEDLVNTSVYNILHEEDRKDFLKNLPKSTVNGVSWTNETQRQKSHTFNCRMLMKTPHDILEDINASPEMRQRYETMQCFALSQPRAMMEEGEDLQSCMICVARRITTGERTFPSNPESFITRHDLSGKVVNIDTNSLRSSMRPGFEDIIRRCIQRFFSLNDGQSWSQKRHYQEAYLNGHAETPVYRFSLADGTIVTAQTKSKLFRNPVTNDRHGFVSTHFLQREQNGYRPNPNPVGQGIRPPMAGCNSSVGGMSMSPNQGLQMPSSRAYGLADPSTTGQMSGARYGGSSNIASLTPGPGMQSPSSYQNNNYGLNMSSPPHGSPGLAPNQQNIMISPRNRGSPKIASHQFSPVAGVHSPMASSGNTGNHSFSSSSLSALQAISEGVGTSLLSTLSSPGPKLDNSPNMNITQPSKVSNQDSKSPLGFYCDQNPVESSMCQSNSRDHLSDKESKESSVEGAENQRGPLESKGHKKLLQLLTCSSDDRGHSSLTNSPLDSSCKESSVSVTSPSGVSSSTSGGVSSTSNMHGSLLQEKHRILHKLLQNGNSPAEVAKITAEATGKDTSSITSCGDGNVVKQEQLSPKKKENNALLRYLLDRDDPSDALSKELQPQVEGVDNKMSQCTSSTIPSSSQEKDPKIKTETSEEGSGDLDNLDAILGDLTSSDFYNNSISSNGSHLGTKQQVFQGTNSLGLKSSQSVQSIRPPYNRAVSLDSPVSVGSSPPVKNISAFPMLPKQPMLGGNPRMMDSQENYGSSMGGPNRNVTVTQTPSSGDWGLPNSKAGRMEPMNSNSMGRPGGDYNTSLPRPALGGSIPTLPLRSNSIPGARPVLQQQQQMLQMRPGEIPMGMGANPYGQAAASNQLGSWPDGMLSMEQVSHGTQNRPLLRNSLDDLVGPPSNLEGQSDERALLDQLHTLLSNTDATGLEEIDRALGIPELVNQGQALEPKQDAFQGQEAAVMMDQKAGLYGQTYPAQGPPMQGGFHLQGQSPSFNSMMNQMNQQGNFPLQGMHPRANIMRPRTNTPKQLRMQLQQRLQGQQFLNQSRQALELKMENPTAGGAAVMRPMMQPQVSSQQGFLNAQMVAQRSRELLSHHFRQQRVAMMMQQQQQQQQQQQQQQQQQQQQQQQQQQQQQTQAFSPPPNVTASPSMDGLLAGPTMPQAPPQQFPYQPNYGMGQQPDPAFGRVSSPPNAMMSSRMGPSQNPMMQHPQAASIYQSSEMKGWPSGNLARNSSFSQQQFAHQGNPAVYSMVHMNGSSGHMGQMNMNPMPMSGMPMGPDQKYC
NR2F2 inh – NR2F2 transcriptional activity inhibitors, primary screen, cell-based, luciferase reporter, HEK293T, luminescence. HEK293T NGFI-A luciferase reporter. inhibition, % at 8.6 µM. 370,000 compounds, 0.7% hits. COUP transcription factor 2 (Homo sapiens), P24468;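 active means inhibition above a per-plate cutoff, mean inhibition of test wells between control levels plus 3 SD, cut at about 38% in these data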;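 further: cells cotransfected with COUP-TFII expression vector driving the NGFI-A reporter; 0% = median of COUP-TF2 test wells and 100% = reporter-only cells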
TRAIL sens C8 – viability loss with TRAIL in NB7+C8 cells, primary screen, TRAIL sensitizer project, cell-based, ATPlite luminescence; inhibition (viability loss, TRAIL sensitization), % at 10 µM; 360,000 compounds, 1% hits;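 active means compounds causing at least 50% loss of cell viability in the single-dose screen, relative to plate controls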
TROY NFkB inh – inhibitors of TROY-driven NF-kB signaling, primary screen, Q293 LMP1-TROYcd cells, NF-kB luciferase, uHTS; Q293 LMP1-TROYcd NF-kB luciferase reporter, 4 h; inhibition, % at 10 µM; 360,000 compounds, 0.98% hits;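 active means compounds whose plate-normalised and pattern-corrected inhibition of the luciferase reporter signal at the single screening dose is 50% or more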
LRH-1 inv ag – LRH-1 (NR5A2) inverse agonists, primary screen, cell-based, luminescence, HEK293T, StAR-luciferase reporter; Nuclear receptor subfamily 5 group A member 2 (Homo sapiens), O00482; LRH-1 transfected, 24 h; inhibition, % at 3.6 µM; 360,000 compounds, 0.13% hits; AID 602396, 2012;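 active means inhibition above the mean inhibition of all tested compounds plus 3 SD, cut at about 73% in these data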;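 further: 0% = DMSO wells and 100% = reporter-only cells lacking LRH-1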
CF NFkB block – inhibitors of PAF-induced NF-kB signaling, primary screen, cell-based, GFP fluorescence, uHTS; KKLEB NF-kB-GFP reporter, GFP fluorescence overnight; inhibition, % at 5 µM; 360,000 compounds, 0.86% hits; AID 588850, 2011;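 active means at least 50% inhibition at 5 µM, scaled per plate between neutral and stimulator controls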;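 further: PAF is a Pseudomonas aeruginosa culture filtrate used as stimulus; plate controls were PAF-stimulated DMSO wells for no effect and unstimulated DMSO wells for full effect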
EBV LMP1 NFkB – EBV LMP1-driven NF-kappaB luciferase reporter inhibitors, primary screen, cell-based, luminescence, single point. LMP1-induced NF-kappaB luciferase reporter cells. inhibition, % at 12.5 µM. 350,000 compounds, 0.69% hits. AID 504558, 2011; in the data active means inhibition above about 41%;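 further: 0% = neutral control wells and 100% = reference inhibitor control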
* hit, by the source's call.

The line under a structure holds: NCOA2 inhibitor, KKLEB cytotox, TWEAK Fn14 block, SRC1 inh, NCOA3 inh, NR2F2 inh, TRAIL sens C8, TROY NFkB inh, LRH-1 inv ag, CF NFkB block, EBV LMP1 NFkB
> O=C1CSC(c2ccccc2[N+](=O)[O-])N1CCc1ccccc1 (stereo not drawn)
  -26, 4, 8, -2, 8, 9, -2, -20, -22, 7, -20
> Oc1ccc(CCNc2c3ccccc3nc3ccccc23)cc1O
  -87, -26, -26, -23, -7, 15, 71*, -29, -6, -80, -9
> COc1cc(C(N)=O)ccc1OCc1ccccc1
  -41, -5, -22, -33, -10, -28, 8, -18, -22, -12, -6
> COc1cc(NC(=O)c2cccnc2Sc2ccc(Cl)cc2)cc(OC)c1OC
  -30, -6, 11, 17, 7, 11, 3, -2, -6, -26, 4
> CC(C)=CCC/C(C)=C/CNC(=O)CC1C[C@H](C(=O)N2CCCCC2)[C@@]2(C)c3[nH]c4ccccc4c3CCN2C1=O (stereo partly drawn)
  21, 3, 15, 3, -1, 3, 11, 10, 10, 8, -2
> CC(NS(=O)(=O)c1ccc(Br)cc1)C(=O)NC1CCCCCC1 (stereo not drawn)
  4, -8, 8, 3, 11, 10, -19, 8, 3, -10, -12
> CSc1nsc(SCc2ccc(F)cc2)n1
  -7, 5, -20, -1, 15, -3, 4, -34, 11, -16, -17
> O=C(O)c1ccc(N/N=C/c2ccc3ncccc3c2)cc1
  28, -4, 95*, -43, -36, -45, 18, 26, -38, 18, 44*
> C(=N\Nc1nc(-c2ccccc2)cs1)/c1ccco1
  -24, 7, -13, -58, -60, -10, 12, 4, -34, -9, -40
> O=C(O)c1ccccc1OCCOc1ccccc1
  -31, 10, -12, -61, -1, 10, -8, -27, 8, -5, 2
> CC[C@H](C)C(C(=O)N1CCN(C(=O)OC(C)(C)C)CC1)n1cc(C(CC(C)C)NC(=O)OC(C)(C)C)nn1 (stereo partly drawn)
  -6, 6, -9, -6, 0, -9, -1, -10, -2, 1, -5
> O=C(O)CCCN1C(=O)C2C3CC(C2C1=O)C1C(c2ccccc2)c2sc(=O)n(-c4ccccc4)c2SC31 (stereo not drawn)
  -14, 5, 3, 5, 10, -20, -1, -5, -7, 19, -3
> Cc1ccc(Cn2nnnc2CN2CCC(NC(=O)c3ccccc3F)CC2)cc1
  -10, 15, -11, -12, -3, 25, 4, -23, -2, 6, 4
> COc1ccc(CNC(=O)COC(=O)/C=C/c2cccc(Cl)c2)cc1
  -8, -3, -10, -32, 15, 6, -14, 19, -24, 8, 3
> C/C=C(/C)C(=O)Nc1cccc(C2=NOC3(C2)C[C@H](C(N)=O)N(C(=O)c2ccc(Cl)cc2)C3)c1 (stereo partly drawn)
  -5, 4, -11, -8, -8, -7, 9, 5, 11, -6, -1
> O=C1CN(C(=O)c2ccccc2)C(c2ccc(F)cc2)c2cc(Br)ccc2N1 (stereo not drawn)
  -4, -13, 31, -20, 13, -8, 13, 9, 5, -9, -7
> O=C(OCc1c(Cl)cccc1Cl)c1cccnc1
  -45, -6, 3, 9, 9, -13, 1, -21, 10, -1, -3
> Cc1ccc(-n2ncc3c(=O)n(CC(=O)Nc4cccc(Cl)c4)cnc32)cc1C
  -12, 0, -3, 3, 12, -8, 13, -15, 10, 5, -1
> COc1cc2c(cc1OC)C(c1cc3cccc(C)c3[nH]c1=O)N(C(=O)c1ccco1)CC2 (stereo not drawn)
  -11, -17, 7, -2, 14, 4, -25, -4, 16, 6, -3
> CC1CCN(c2ccc3nnc(CCC(=O)Nc4cccc(F)c4)n3n2)CC1
  9, 2, -3, -6, 8, -1, 4, -5, -3, 4, -4
> CN(C)S(=O)(=O)Oc1cccc(C(=O)Nc2ccccc2Cl)c1
  -34, -10, -18, -62, -31, -31, 3, -51, -54, 16, -20
> COc1ccc(CNC(=O)CCSCc2ccc(C)cc2)cc1
  15, -4, 20, 12, 10, -15, -5, -3, 6, -28, -1
> Cc1ccc(NC(=O)CSc2ccccn2)cc1S(=O)(=O)N1CCOCC1
  -18, 4, -22, -3, 3, 13, -10, -13, 5, -6, 2
> CCc1ccc2nc(NC(=O)CN3C(=O)NC4(CCCC4)C3=O)sc2c1
  -15, -13, 14, -52, -34, -19, 13, -74, -44, 21, -18
> C=CCN1N=C(/C=C/c2ccc(C)cc2)CCC1=O
  -38, 5, -13, -42, -26, -14, 3, -72, -60, 10, -17
> CN(C(=O)Cn1cc(C#N)c2ccccc21)c1ccccc1
  15, -6, -2, -9, 1, 2, -12, 7, 12, -8, 3
> O=C(N/N=C/c1cccnc1)c1cccs1
  -54, 3, -4, -20, -56, -25, 0, -41, -83, -4, 7
> CCCn1c(SCC(=O)c2ccc3c(c2)NC(=O)CO3)nc2ccccc21
  2, 28, -22, -39, 1, -11, -10, 5, 3, 17, -8
> O=C(CSc1nc(=O)n(CCCN2CCOCC2)c2c1CCCC2)Nc1ccc(F)cc1F
  -36, 12, -2, -19, 14, 7, 2, 6, -8, 10, -6
> COc1cc(/C=C2/C(=O)NN(c3ccc(Cl)cc3)C2=O)cc(Br)c1O
  17, -1, 11, -11, -4, 21, 28, -3, 4, 14, 0
> CCOC(=O)C1CCCN(C(=O)C2CCN(S(=O)(=O)CC)CC2)C1 (stereo not drawn)
  -1, 10, 8, -15, 1, -2, -7, -19, -26, -10, -4
> CC(C)c1nnc(SCC(=O)NCc2ccco2)n1C
  -3, -4, -1, -1, 2, -2, 4, 0, 13, 3, -1
> Cc1ccc(/C=N\NC(=O)C2CC(=O)N(c3ccccc3)C2)o1 (stereo not drawn)
  -22, 13, -18, -34, 2, -3, -8, -10, -7, -14, -1
> NS(=O)(=O)c1ccc(CCNC(=O)CN2C(=O)NC(c3ccccc3)(c3ccccc3)C2=O)cc1
  16, 10, -1, 3, -25, -12, -10, -8, -4, -11, 1
> CC1(c2cccc(Br)c2)NC(=O)N(CC(=O)N2CCN(C(=O)c3ccco3)CC2)C1=O (stereo not drawn)
  12, 2, 4, -1, 12, -6, 3, 0, 21, 2, -2
> COC(=O)C1=C(N)Oc2cc(C)n(C)c(=O)c2C1c1ccc(Cl)c(Cl)c1 (stereo not drawn)
  13, 4, -3, -37, 7, -5, -19, -12, 6, -21, -53
> COc1cccc(/C=C2\SC(=S)N(CCCC(=O)N3CCCCC3CCO)C2=O)c1 (stereo not drawn)
  52, -4, 32, 18, 18, 39*, 10, 10, 10, 7, 4
> O=c1[nH]c(CSc2nnc(Cc3ccccc3)o2)nc2ccccc12
  -25, 10, 0, 3, 5, -8, -7, 22, -1, 12, -6
> CC(=O)c1ccc(-c2cccs2)s1
  -48, 9, -7, -36, -14, 0, -4, -17, -22, -3, 2
> COc1ccc(/C=N/NC(=O)c2cccnc2)cc1CSc1nc2ccccc2s1
  2, -17, 52*, 1, -8, -42, -29, 50*, 32, -4, 7
> CC(=O)Nc1c(C)cc(OCC(=O)O)cc1C
  -34, 7, -11, 10, 1, 8, 3, -18, -2, -6, 0
> CN(Cc1ccccc1)C(=O)CSc1nc2ccccc2c(=O)n1Cc1ccco1
  -23, -4, 19, -56, -57, 7, 10, 21, -4, 11, 7
> CCC(C)c1ccccc1N1CC(C(=O)Nc2ccc(N3CCOCC3)cc2)CC1=O (stereo not drawn)
  -6, 10, -4, 0, 3, -15, -35, 0, 11, -17, -2
> COc1cc(C)c(Cl)cc1S(=O)(=O)n1ccnc1
  -9, 9, -12, 4, -3, -19, -1, -12, 11, -4, 0
> Cc1ccc2occ(/C=N/NC(=O)c3ccncc3)c(=O)c2c1
  32, 7, 39, 46, 46, -9, -2, 21, 28, 37, 3
> COc1ccc(C)cc1-n1nnnc1SCC(=O)NNC(=O)c1ccc([N+](=O)[O-])cc1
  2, -15, 3, -30, 4, -1, -4, 1, 9, 2, 4
> O=C(COC(=O)c1ccc(F)cc1Cl)Nc1cccc(S(=O)(=O)N2CCOCC2)c1
  -22, 2, -10, -7, -1, -5, 7, -11, -1, -14, 6
> CCOC(=O)c1c(C)c(C(=O)NCC2CCCO2)c(C)n1C (stereo not drawn)
  -25, 2, -8, 4, 10, 14, -1, 8, 4, 9, -15
> COc1ccc2ccccc2c1CNC(C)CCc1ccccc1 (stereo not drawn)
  3, -12, -16, -5, 1, 12, 21, -8, 8, 5, 4
> Cc1ccccc1C(=O)N1CCC(C(=O)Nc2ccc3c(c2)OCCO3)CC1
  14, -1, -26, 10, 8, 5, -29, -4, 12, -3, 1
> COCCCn1c(C(=O)Nc2ccc3c(c2)OCO3)cc2c(=O)n3cccc(C)c3nc21
  5, -17, -64, 8, 9, 9, 54*, -14, 5, 28, 27

Filtered by structure, the entries above containing a thiophene ring, fused or not (2)
The line under a structure holds: NCOA2 inhibitor, KKLEB cytotox, TWEAK Fn14 block, SRC1 inh, NCOA3 inh, NR2F2 inh, TRAIL sens C8, TROY NFkB inh, LRH-1 inv ag, CF NFkB block, EBV LMP1 NFkB
> O=C(N/N=C/c1cccnc1)c1cccs1
  -54, 3, -4, -20, -56, -25, 0, -41, -83, -4, 7
> CC(=O)c1ccc(-c2cccs2)s1
  -48, 9, -7, -36, -14, 0, -4, -17, -22, -3, 2

Rows were taken by chance; about 4.2% have a hit in one of these screens.
